Bioassay records: PubChem BioAssay, National Center for Advancing Translational Sciences (NCATS)
AmpC inh detg: inhibitors of E. coli AmpC beta-lactamase with detergent. AmpC hydrolysis of nitrocefin, absorbance 480 nm, 0.01% Triton. P00811. 0.041% of 370,000 active. Potency, µM (highest dose often 114 µM), for inactives: at the top dose activity change, negative = inhibition, hits mostly inhibitors;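 note: potency is the fitted concentration of half-maximal effect; 0% = no-compound wells and -100% = no-enzyme wells; nearly all actives have a fitted effect of over 25% in size; some results filed as inactive show a strong effect at the top dose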
Target sequence (P00811 whole entry, looked up): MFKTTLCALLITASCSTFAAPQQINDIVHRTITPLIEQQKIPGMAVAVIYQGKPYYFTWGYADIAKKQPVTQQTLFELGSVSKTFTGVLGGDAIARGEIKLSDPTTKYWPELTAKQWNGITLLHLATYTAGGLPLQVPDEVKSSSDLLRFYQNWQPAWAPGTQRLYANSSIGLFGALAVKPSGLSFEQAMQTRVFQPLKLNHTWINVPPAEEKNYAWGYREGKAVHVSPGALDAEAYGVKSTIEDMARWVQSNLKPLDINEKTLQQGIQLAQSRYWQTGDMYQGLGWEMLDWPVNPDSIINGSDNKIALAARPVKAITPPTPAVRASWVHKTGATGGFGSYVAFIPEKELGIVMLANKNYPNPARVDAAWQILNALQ
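20 mM phosphate pH 7.0 + 0.01% (detergent screen) or 0.0001% Triton X-100; 5.3 nM AmpC reagent; cpd preinc 15 min RT; nitrocefin (800 uM stock) to start; A480 q20 s × 4 min; Activity was normalised to no-enzyme and no-compound control wells.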
Shiga inhibitor: blocks Shiga toxin action in Vero cells; Vero cells, Shiga toxin protein synthesis inhibition reporter; inhibition, % at 38.7 µM; 9.2% of 290,000 active; AID 2315; in the data active = inhibition mostly above about 28%, no sharp cut-off; inactive = mostly below about 43%; note: 0% is about no effect
AMA1-RON2 inh: inhibitors of Plasmodium falciparum AMA1-RON2 interaction. AlphaScreen AMA1-biotinylated RON2 peptide binding. Potency, µM (titrated, usually from 58.2 µM), for the others: at the highest dose activity change, negative = inhibition, hits mostly inhibitors. 0.2% of 360,000 active;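 note: potency is the fitted concentration of half-maximal effect; 0% = vehicle wells and -100% = peptide control; nearly all actives have a fitted effect of over 45% in size; some results filed as inactive show a strong effect at the top dose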
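AMA1 (3D7) with his tag at 25 nM final met compounds first, then biotinylated RON2 peptide at 25 nM; detection used donor plus acceptor beads, 10 µg/mL apiece, read by AlphaScreen after 30 min at room temperature.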
CHX counter: affects cycloheximide protein synthesis inhibition readout, counter-screen. cell reporter, cycloheximide protein synthesis inhibition counterscreen. max response, %. 12% of 300,000 active. AID 2314; in the data active = max response mostly above about 13%, no sharp cut-off; inactive = mostly below about 14%; note: read at 38.3 µM for the half of the compounds with a filed dose; 0% is about no effect
AmpC no deterg: blocks E. coli AmpC beta-lactamase in detergent-free assay | 0.52% of 330,000 active | AmpC nitrocefin hydrolysis, absorbance 480 nm, 0.0001% Triton | Potency, µM (highest dose often 57.1 µM), without a hit: top-dose activity change, negative = inhibition, most hits filed as inhibitors | P00811;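 note: potency is the fitted concentration of half-maximal effect; plate controls were no compound for no effect and no enzyme for full effect; nearly all actives have a fitted effect of over 20% in size; some results filed as inactive show a strong effect at the top dose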
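20 mM phosphate pH 7.0 + 0.01% (detergent screen) or 0.0001% Triton X-100; 5.3 nM AmpC reagent; cpd preinc 15 min RT; nitrocefin (800 uM stock) to start; A480 q20 s × 4 min; Activity was normalised to no-enzyme and no-compound control wells.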
HCMV inh: human cytomegalovirus inhibition; HFF cells, HCMV-luciferase reporter, 72 h; stronger effect = lower value; activity change, negative = inhibition, % at 57.5 µM; 4.5% of 410,000 active; in the data active = activity change below about -60%; inconclusive = no clear call, values can overlap the other calls; inactive = above about -39%; note: % is set by controls: 0 for no effect and ±100 for the full control effect
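HFF cells seeded 16 h at 37C, treated with compounds, infected with luciferase-reporter HCMV at MOI 1 PFU/cell; luciferase read at 72 h post infection, normalized to buffer-only and Salinomycin controls.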
FBPA Giardia inh: blocks Giardia fructose-bisphosphate aldolase activity | purified Giardia FBPA | Potency, µM (top dose mostly 59.6 µM), inactives show at the highest dose activity, negative = inhibition, most hits filed as inhibitors | 0.71% of 290,000 active | AID 2451; note: potency is the fitted concentration of half-maximal effect; % is set by controls: 0 for no effect and ±100 for the full control effect; nearly all actives have a fitted effect of over 55% in size
Target sequence (A8B2U2 whole entry, looked up): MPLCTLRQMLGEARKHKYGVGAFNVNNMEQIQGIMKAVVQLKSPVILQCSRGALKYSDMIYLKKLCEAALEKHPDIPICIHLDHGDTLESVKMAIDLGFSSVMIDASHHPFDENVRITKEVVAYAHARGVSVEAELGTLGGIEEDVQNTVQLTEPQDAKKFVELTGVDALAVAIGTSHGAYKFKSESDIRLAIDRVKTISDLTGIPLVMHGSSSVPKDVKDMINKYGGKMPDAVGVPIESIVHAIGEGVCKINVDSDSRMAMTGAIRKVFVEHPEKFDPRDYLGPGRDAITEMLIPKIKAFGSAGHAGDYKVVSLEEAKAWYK
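Giardia FBPA (40 nM reagent) was preincubated 10 min at RT with compound (up to 57.5 uM final), then substrate plus GAPDH/TPI/NAD/arsenate coupling system with diaphorase/resazurin was added; resorufin fluorescence (525/598 nm) was read after 20 min.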
* marks the source's active call; other numbers are inactive results; ? = inconclusive; · = no result given; [ ] = another dose, or the depositor's remark. Unless noted, calls come from the whole dose curve; as a rule, active = well fitted curve in the direction sought with a large enough effect; inconclusive = small, poorly fitted or top-dose-only effect, or another doubt; inactive = no such curve, though single readings can be large; an effect the other way counts as inactive or inconclusive.

SMILES | AmpC inh detg | Shiga inhibitor | AMA1-RON2 inh | CHX counter | AmpC no deterg | HCMV inh | FBPA Giardia inh
O=C(NC1CCCCC1)NC12CC3CC(CC(C3)C1)C2 | 0% | 20 | 1% | 10 | -20% | 31 | -3%
O=C(NNC(=O)c1cccc(O)c1)Nc1ccc([N+](=O)[O-])cc1 | ? | 33 | 59%[activator] | -1 | -16% | -96* | 0%
CC1CN(S(=O)(=O)c2cc(C(=O)NCc3ccncc3)ccc2Cl)CC(C)O1 (stereo not given) | -12% | · | -6% | · | -2% | -19 | ·
OC(CNCc1ccc(Cl)cc1)COc1ccccc1 (stereo not given) | 1% | 1 | -20% | 7 | -2% | -30 | ?
C=CCn1c(SCc2nc3scc(-c4ccccc4)c3c(=O)[nH]2)nnc1-c1ccccc1F | -7% | -5 | -1% | -2 | -11% | -15 | -23%
CC(C)(Oc1ccc(C2CC2(Cl)Cl)cc1)C(=O)O (stereo not given) | ? | · | 23% | · | -16% | 0 | 18%
COC(=O)NCC(c1ccco1)N1CCN(c2ccc(OC)cc2)CC1 (stereo not given) | 8% | -12 | -7% | -4 | -2% | 0 | 0%
COCCN(C(=S)Nc1ccccc1OC)C1CCN(C(C)C)CC1 | 5% | -6 | 3% | 11 | -16% | 17 | 16µM*
COc1ccc(/C=N/NC(=O)CN(CCc2ccccc2)S(=O)(=O)c2ccc(NC(C)=O)cc2)cc1OC | -2% | -6 | 22% | -3 | 20% | 33 | 4%
Nc1nc2ccccc2n1CCN1CCCC1 | 3% | -11 | -15% | -1 | -30% | -12 | -9%
COc1cc(NC(=O)c2ccc3c(c2)OCCO3)ccc1NC(=O)c1cccs1 | -3% | 73 | 0% | 22* | -44% | -4 | -6%
NC(=O)NCc1ccccc1F | 2% | 14 | -10% | -3 | -4% | -17 | 7%
COC(=O)c1sccc1OCc1cccc(OC)c1 | 2% | 38 | 25% | 20 | -34% | 29 | 0%
C[C@H](NCc1c[nH]c2ccccc12)c1ccccc1 | -24% | · | -6% | -1 | -12% | 9 | 4%
CCCc1ccc2oc(C(=O)N3CCCC3)c(C)c2c1 | -12% | · | 10% | 30* | 20% | 56 | -12%
CC(=O)Nc1ccc2nc(NC(=O)COc3ccccc3Cl)sc2c1 | 4% | 43* | 3% | 26* | -40% | 71 | 0%
CCn1c(SCC(=O)Nc2cccc(C)n2)nc2c1c(=O)n(C)c(=O)n2C | 3% | 22 | 4% | -1 | -7% | -6 | 2%
Cc1ccc(-n2nnnc2SCC(=O)c2c(N)n(C3CC3)c(=O)[nH]c2=O)cc1 | -5% | · | -1% | · | -8% | -10 | ·
COc1ccc2c(c1)c(C)cc[n+]2Cc1ccccc1 | ? | -9 | -8% | -4 | -1% | -85* | -9%
Nc1c(C(=O)O)sc2nc(-c3ccccc3)cc(-c3ccc(F)cc3)c12 | 6% | 15 | 43%[activator] | 5 | -48% | -8 | 6%
CC1=CC(c2ccccc2)n2nc(NC(=O)CCCC(=O)O)nc2N1 (stereo not given) | -7% | -4 | 40%[activator] | -4 | 2% | 16 | -8%
CC(C)C(=O)Nc1c(-c2ccccc2Cl)c(=O)c2ccccc2n1C | 1% | -9 | 8% | 1 | -24% | 12 | -2%
CC(C)n1c(N2CCN(C(=O)Nc3ccccc3)CC2)nc2ccccc21 | ? | 44 | -4% | 10 | 5% | -36 | ·
COc1ccc2nc(C)cc(C(=O)O)c2c1 | ? | -2 | 9% | -1 | -8% | -23 | -4%
O=C(CCN1C(=O)/C(=C/c2cccs2)SC1=S)Nc1ccc(C(=O)O)c(O)c1 | -4% | 20 | ? | 3 | 1.3µM* | ? | ·
O=C(Cc1ccc([N+](=O)[O-])cc1)Nc1nnc(C2CC2)s1 | -3% | -6 | 5% | -2 | -25% | -13 | 3%
COc1ccc(OCC(=O)NNC(=O)C(=O)Nc2cc(OC)ccc2OC)cc1 | 4% | -7 | 99%[activator] | 0 | -21% | -8 | ·
CCC(C)c1ccc(NC(=O)COC(=O)c2nc3nccc(C)n3n2)cc1 (stereo not given) | 1% | 35 | -2% | 12 | -16%[2.29 µM] | 4 | -8%
CC(C)N(Cc1nc2ccccc2c(=O)[nH]1)C(=O)c1ccc(NC(=O)CSc2nnnn2C)cc1 | -16% | · | -6% | · | -7% | 4 | ·
CCOC(=O)c1ccc(NC(=O)c2nc[nH]c2C(=O)N(CC)CC)cc1 | 5% | 1 | 1% | -1 | -23% | -32 | -9%

One compound at a time, from the list above. Screens in order: AmpC inh detg | Shiga inhibitor | AMA1-RON2 inh | CHX counter | AmpC no deterg | HCMV inh | FBPA Giardia inh
CCn1c(SCC(=O)Nc2cccc(C)n2)nc2c1c(=O)n(C)c(=O)n2C is listed with 3% | 22 | 4% | -1 | -7% | -6 | 2%
Nc1c(C(=O)O)sc2nc(-c3ccccc3)cc(-c3ccc(F)cc3)c12 is listed with 6% | 15 | 43%[activator] | 5 | -48% | -8 | 6%
CC1=CC(c2ccccc2)n2nc(NC(=O)CCCC(=O)O)nc2N1 (stereo not given) is listed with -7% | -4 | 40%[activator] | -4 | 2% | 16 | -8%
CCC(C)c1ccc(NC(=O)COC(=O)c2nc3nccc(C)n3n2)cc1 (stereo not given) is listed with 1% | 35 | -2% | 12 | -16%[2.29 µM] | 4 | -8%

Next part
SMILES | AmpC inh detg | Shiga inhibitor | AMA1-RON2 inh | CHX counter | AmpC no deterg | HCMV inh | FBPA Giardia inh
O=C(CN1CCc2ccccc2C1)NCC(=O)Nc1ccc(F)cc1 | 2% | 8 | -6% | 4 | -2% | -30 | 3%
Cc1ccc2[nH]cc(CCNC(=O)C3CCCCC3)c2c1 | -9% | 0 | -1% | 1 | -6% | -22 | 15%
O=C(O)CNC(=S)N(Cc1ccccc1)Cc1cccnc1 | -12% | 29 | -7% | -2 | -14% | -6 | 13%
C#CCn1c(=O)c2c(nc(/C=C/c3cccc(OC)c3)n2C)n(CCCO)c1=O | · | -4 | · | -4 | · | · | 0%
COc1ccc(Cl)cc1NC(=O)Nc1ccccc1SC | -6% | 24 | -2% | 8 | -31% | -14 | -5%
COc1ccc(C(=O)NCC(=O)N/N=C/c2ccc([N+](=O)[O-])o2)cc1OC | 3% | 62 | 4% | 9 | -28% | ? | -29%
Cc1cc(Cl)c(S(=O)(=O)N2CCSCC2)cc1OCC(=O)NC1CCCCC1 | 0% | -9 | 1% | 3 | -3% | -95* | 2%
CNC(=S)N1N=C(c2ccc(C)cc2)CC1c1cc(OC)ccc1OC (stereo not given) | 3% | -7 | ? | -2 | 30% | -1 | 1%
NC(=O)c1cc(S(=O)(=O)N2CCOCC2)ccc1Sc1ccccc1N | -3% | · | -2% | · | -29% | -16 | ·
COc1ccc(Cc2c(O)nc(SCC(C)C)[nH]c2=O)cc1 | ? | 2 | -9% | 1 | -54% | 40 | -12%
CCO[C@H]1OC(C(=O)NCc2ccccc2)=C[C@@H](c2ccccc2)[C@@H]1CCCO | -3% | 12 | -1% | -2 | 73%[activator] | 48 | 14%
CCc1nnc(NC(=O)CCC(=O)N2CCN(Cc3ccc(OC)c(F)c3)CC2)s1 | -6% | -5 | -4% | 6 | 57% | -34 | 15%
CC1Sc2ccccc2N(CC(=O)N(C(C)C)C(C)C)C1=O (stereo not given) | -10% | -2 | -8% | -3 | -6% | 25 | -2%
O=C(COc1ccc(C(=O)c2ccc(F)cc2)cc1)Nc1cccc(S(=O)(=O)N2CCOCC2)c1 | · | · | -13% | · | -14% | -18 | ·
N#CC1=C(N)OC2=C(C(=O)CCC2)C12CCC1(CC2)OCCO1 | 0% | -9 | 11% | -1 | -26% | -9 | ·
CCOC(=O)N1CCN(S(=O)(=O)c2ccc(C(=O)Nc3sc4c(c3C#N)CCC4)cc2)CC1 | 4% | -17 | 0% | 0 | -3% | 1 | -1%
COc1ccccc1N1CC(C(=O)OCC(=O)c2ccc(F)cc2)CC1=O (stereo not given) | -6% | -3 | -19% | -5 | 43% | 44 | 0%
CC1CC(C)CN(CCCNC(=O)Cc2c(C(=O)O)n(C)c3ccccc23)C1 (stereo not given) | 1% | -9 | -6% | -2 | -13% | 8 | 5%
C/C(=N/NC(=O)CNc1ccc(Cl)cc1C)c1ccc(C)cc1 | 4% | -13 | 15% | -5 | -22% | -11 | 0%
CCOc1ccc(S(=O)(=O)N2CCN(C(=O)c3cc4ccccc4o3)CC2)cc1 | · | · | -11% | · | -3% | -25 | ·
CC(C)Oc1ccc(C2C(C#N)=C(N)Oc3c2oc(CO)cc3=O)cc1 (stereo not given) | 11% | 35 | 25% | 0 | -24% | -32 | -9%
COc1ccc(CC(=O)OCC(=O)NNC(=O)c2ccccc2)cc1 | · | · | 25% | · | -10% | ? | ·
CC(=O)Nc1cccc(/C(C)=N/NC(=O)c2cc(-c3ccncc3)nc3ccccc23)c1 | 3% | -10 | 20% | -2 | 40% | -34 | 5%
CCOc1ccc2[nH]c(=O)c(CN(Cc3nnnn3Cc3ccccc3)CC3CCCO3)cc2c1 (stereo not given) | ? | -6 | -2% | 9 | 1% | 30 | ?
CCN1CCc2c(sc(NC(=O)c3ccc4ccccc4c3)c2C(N)=O)C1 | 3% | 28 | · | 20* | 139%[activator] | -19 | ·
CNC(=O)/C(=C\c1ccc2c(c1)OCO2)NC(=O)c1ccc(Br)cc1 | 1% | -5 | -2% | -3 | -13% | -60* | 3%
O=C(O)CCCNS(=O)(=O)c1cccs1 | ? | 42 | -9% | -1 | 60%[activator] | 17 | 8%
COC(=O)c1sccc1NC(=O)CSc1ccccc1NS(=O)(=O)c1ccc(Cl)cc1 | -1% | 41 | -8% | -3 | -14% | 8 | -1%
OCCNC(=S)c1ccccc1 | 0% | 34 | 12% | 1 | -3% | 13 | 3%
O=C(Nc1cccc([N+](=O)[O-])c1)c1[nH]ncc1Cl | -6% | 97* | 26% | 62* | -17% | 120 | 0%
COc1ccc(CNC(=O)CCn2c(=O)oc3ccccc32)cc1 | 4% | -2 | 0% | 11 | -17% | 49 | 8%
CCOP(=O)(c1ccc(N(C)C)cc1)C(O)c1ccccc1OC (stereo not given) | -21% | -4 | -5% | 0 | -11% | -3 | 4%
CSc1ccc(C2C(C(=O)c3ccco3)=C(O)C(=O)N2c2nnc(SC)s2)cc1 (stereo not given) | -2% | 75* | 51%[activator] | 36* | -50% | 6 | ·
CC12CNCC(C)(CN(C3(O)C(=O)Nc4ccc(Br)cc43)C1)C2=O (stereo not given) | -1% | -18 | -8% | -1 | 2% | -40 | -7%
C=CCn1c2ccccc2c2nnc(SCC(=O)Nc3c(C)n(C)n(-c4ccccc4)c3=O)nc21 | -5% | -9 | -2% | -1 | -3% | 2 | 8%
COc1ccccc1NS(=O)(=O)c1cccc(C(=O)NCC(c2ccco2)N2CCCC2)c1 (stereo not given) | -4% | · | 31%[activator] | · | 1% | 0 | ·
O=C(NCc1nnc2c(C(F)(F)F)cc(Cl)cn12)c1ccco1 | -6% | 26 | 6% | -3 | -5% | 93 | 1%
